Source: PubChem
GALK inh – qHTS Assay for Inhibitors of Human Galactokinase (GALK). Potency, µM (doses to about 57.5 µM), for inactives: top-dose activity change, negative = inhibition, actives largely listed as inhibitors. AID 1868, 2009. 270,000 tested, 0.007% active. Purified GALK, Kinase-Glo residual ATP luminescence. P51570; also: potency is read from the fitted curve at half-maximal effect; % is scaled to controls: 0 for no effect and ±100 for the full control effect
Target sequence (P51570 whole entry, looked up): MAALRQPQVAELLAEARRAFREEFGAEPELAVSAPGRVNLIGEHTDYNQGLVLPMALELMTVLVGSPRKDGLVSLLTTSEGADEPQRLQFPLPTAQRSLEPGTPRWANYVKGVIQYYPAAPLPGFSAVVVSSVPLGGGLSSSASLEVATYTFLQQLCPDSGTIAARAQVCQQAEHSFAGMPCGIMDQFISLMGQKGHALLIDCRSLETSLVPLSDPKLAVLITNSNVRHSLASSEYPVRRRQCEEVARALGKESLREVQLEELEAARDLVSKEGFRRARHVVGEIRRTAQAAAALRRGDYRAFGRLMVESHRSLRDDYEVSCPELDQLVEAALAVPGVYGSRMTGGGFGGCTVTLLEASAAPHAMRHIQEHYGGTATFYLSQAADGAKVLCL
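5 nM enzyme, 35 uM ATP, 100 uM galactose, 20 mM HEPES pH8.0, 5 mM MgCl2; 1 h RT; residual ATP by Kinase-Glo Plus luminescence, qHTS format.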
TCR act – Activators of T cell receptors: qHTS campaign. primary human leukocytes, anti-CD3, IL-2 HTRF, 48 h. Potency, µM (doses to about 9.22 µM), for the others: at the highest dose activation of IL-2 secretion, most hits filed as activators. 330,000 tested, under 10 active. AID 504894, 2011; also: % of control where 0% means no effect
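TCR engagement came from a-CD3 beads alone, with compounds added to primary human leukocytes for 48 hr. Secreted IL-2 bridged europium cryptate- and d2-labelled anti-IL-2 antibodies, giving FRET emission at 665nm after 320nm excitation.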
A-T KAP1 phos – qHTS Assay for Identifying a Potential Treatment of Ataxia-Telangiectasia; AID 485349, 2010; 320,000 tested, 0.19% active; […] A-T fibroblasts, KAP-1 phosphorylation AlphaLISA; neocarzinostatin DNA damage 30 min before lysis; Potency, µM (top dose mostly 57.5 µM), for the others: at the highest dose activation, actives largely listed as activators; also: potency is read from the fitted curve at half-maximal effect; % of control where 0% means no effect; nearly all actives have a fitted effect of over 45% in size
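hTERT-immortalized A-T patient fibroblasts ([…]), 500 cells/well in OPTI-MEM, 1% FBS, got compounds for 60 min, then NCS for 30 min at 37C. Lysates were then assayed for phospho-KAP-1 by AlphaLISA (anti-pKAP1 donor, anti-KAP1 acceptor beads), 6 hr at 25C.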
TSHR antagonist – Antagonists of the Thyroid Stimulating Hormone Receptor: HTS campaign | Thyrotropin receptor (Homo sapiens), P16473 | TSHR-expressing cells, TSH-stimulated cAMP HTRF, 2 h; active compounds read low | activity change, negative = inhibition, % at 11.5 µM | 330,000 tested, 0.2% active | AID 504810, 2011;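 active = activity change below a set negative limit, meaning inhibition stronger than a set level, cut at about -70% in these data; inconclusive = activity change between two set negative limits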; also: % is scaled to controls: 0 for no effect and ±100 for the full control effect
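Inhibition of cAMP made by TSHR-expressing cells under TSH stimulation (4nM final, EC80; 2 h, 37 deg C) is quantified with a one-step lysis HTRF kit, anti-cAMP cryptate versus cAMP-d2.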
Tb PFK block – qHTS Assay to Find Inhibitors of T. brucei phosphofructokinase | ATP-dependent 6-phosphofructokinase (Trypanosoma brucei brucei), O15648 | T. brucei PFK, ADP-Glo luminescence | Potency, µM (titrated, usually from 57.5 µM), for the others: at the highest dose activity, negative = inhibition, hits mostly inhibitors | 330,000 tested, 0.17% active;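 also: potency is read from the fitted curve at half-maximal effect; 0% = uninhibited 1x PFK enzyme wells and -100% = no-enzyme wells; nearly all actives have a fitted effect of over 60% in size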
Target sequence (O15648 whole entry, looked up): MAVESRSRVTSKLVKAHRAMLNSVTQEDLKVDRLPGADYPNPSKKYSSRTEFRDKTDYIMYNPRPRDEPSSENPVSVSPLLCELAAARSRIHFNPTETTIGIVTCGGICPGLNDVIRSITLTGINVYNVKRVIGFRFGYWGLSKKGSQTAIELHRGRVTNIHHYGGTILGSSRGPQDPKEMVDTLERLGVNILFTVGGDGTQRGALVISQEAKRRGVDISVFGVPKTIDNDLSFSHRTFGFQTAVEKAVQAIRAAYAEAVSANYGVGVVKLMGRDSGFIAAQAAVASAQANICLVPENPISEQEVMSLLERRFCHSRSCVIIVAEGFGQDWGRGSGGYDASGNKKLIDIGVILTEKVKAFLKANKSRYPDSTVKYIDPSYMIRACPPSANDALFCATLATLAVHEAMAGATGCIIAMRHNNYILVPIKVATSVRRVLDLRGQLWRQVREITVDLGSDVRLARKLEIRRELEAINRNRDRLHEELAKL
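Luminescent ADP detection (ADP-Glo, two-step: ATP depletion then ADP-to-ATP conversion for luciferase) reported PFK activity after 45 min room-temperature reaction of 1.25 nM enzyme with 0.5 mM F6P and 0.1 mM ATP at pH 8.0.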
Coupling enz – qHTS Assay for Inhibitors of Fructose-1,6-bisphosphate Aldolase from Giardia Lamblia: Coupling assay counterscreen; coupling enzyme system counterscreen, AmpLite Red fluorescence; activity change, negative = inhibition, % at 58.2 µM, hits read low; 290,000 tested, 0.67% active; AID 2472, 2010; in the data active = activity change below about -30%; also: % is scaled to controls: 0 for no effect and ±100 for the full control effect
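Counterscreen of the coupled detection system alone, without aldolase: glyceraldehyde-3-phosphate coupling enzymes plus AmpLite Red readout. Compounds at 57.5 uM final, 10 min RT preincubation, 20 min RT reaction, fluorescence 525/598 nm.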
hERG WT inh – qHTS for Inhibitors of KCHN2 3.1: Wildtype qHTS; activity change, % at 1.84 µM; AID 720551, 2013; 340,000 tested, 0.37% active; Voltage-gated inwardly rectifying potassium channel KCNH2 (Homo sapiens), Q12809; U2OS, BacMam KCNH2, thallium flux FluxOr; active compounds read low;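 active = maximum activity change below -70%; inconclusive = maximum activity change between -70% and -50%; inactive = maximum activity change above -50%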; also: % is scaled to controls: 0 for no effect and ±100 for the full control effect
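U2OS cells transduced with wild-type KCNH2 virus are loaded with FluxOr dye for 45 min, and thallium flux is measured in kinetic reads before and after stimulation buffer. Rate constants are normalized to DMSO controls.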
Giardia killer – Small Molecules that selectively kill Giardia lamblia: qHTS; Giardia lamblia trophozoite viability; activity change, % at 7.66 µM, hits read low; 340,000 tested, 0.15% active; in the data active = activity change below about -80%; inconclusive = between about -30% and that limit;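 also: parasites exposed to compound for two days anaerobically before the ATP read; % is scaled to controls: 0 for no effect and ±100 for the full control effect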
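Trophozoite viability was measured as ATP-dependent luminescence, read 15-30 min after reagent addition. Before that, parasites at 100 cells/well were exposed to compounds for 48 h, anaerobically, at 37 deg C.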
MLL CXXC-DNA inh – qHTS Fluorescence Polarization Assay for Inhibitors of MLL CXXC domain - DNA interaction; Histone-lysine N-methyltransferase 2A (Homo sapiens), Q03164; MLL-CXXC / FITC-HOXA9 DNA fluorescence polarization; Potency, µM (series often up to 115 µM), without a hit: at the highest dose activity change, negative = inhibition, most hits filed as inhibitors; 290,000 tested, 0.037% active; active = well fitted inhibition curve with a large enough effect in the polarisation, with a control signal flat, not every such curve was filed as active; inconclusive = small, poorly fitted or top-dose-only effect, or effect the other way, or a change in a side signal; inactive = no such curve, though single readings can be large or run the other way; the % refers to the polarisation; also: potency is read from the fitted curve at half-maximal effect
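Purified MLL-CXXC (added from a 7 uM solution) was preincubated 5 min at ambient with pinned compounds in 50 mM Tris-HCl pH 7.5, 50 mM NaCl, 1 mM DTT, 0.05% BSA. Fluorescein-labeled HOX-A9 DNA (50 nM solution) followed, 30 min, then polarization read.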
Chronic BCR inh – qHTS Assay to Find Inhibitors of Chronic Active B-Cell Receptor Signaling. ABC-DLBCL IkBa-CBG/CBR reporter, luminescence ratio, 4 h. Potency, µM (top dose mostly 46.1 µM), inactives show top-dose ratio change, negative = lower green/red ratio, most hits filed as inhibitors. 340,000 tested, 0.05% active. AID 493014, 2011; active = well fitted inhibition curve with a large enough effect in the signal ratio, with a control signal flat, not every such curve was filed as active; inconclusive = small, poorly fitted or top-dose-only effect, or effect the other way, or a change in a side signal; the % refers to the signal ratio;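 also: potency is read from the fitted curve at half-maximal effect; plate controls were basal doxycycline-induced cells for no effect and cells given 10 µM MG132 for full effect; MG132 reads +100%, hits lower the ratio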
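Cell line TMD8 (human ABC DLBCL), stably expressing tet-inducible CBG68-IkBa fusion and CBR; IMDM/0.5% FBS; cpd up to 46 uM; dox induction, 4 h, 37C/5% CO2; dual luminescence; green/red ratio; MG132 control.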
* = called active by the depositor; ? = inconclusive; nt = no result given; [ ] = dose if it differs, or a comment. Unless noted, calls follow the shape of the dose curve; as a rule, active = well fitted curve in the direction sought with a large enough effect; inconclusive = small, poorly fitted or top-dose-only effect, or another doubt; inactive = no such curve, though single readings can be large; an effect the other way counts as inactive or inconclusive.

| no. | mol | GALK inh | TCR act | A-T KAP1 phos | TSHR antagonist | Tb PFK block |
| --- | --- | --- | --- | --- | --- | --- |
| 1 | CCOC(=O)c1cnc(-c2ccccc2)nc1C(F)(F)F | 0% | 4% | 3% | -6 | 3% |
| 2 | COC(=O)c1c(NC(=S)NC(=O)c2ccco2)sc2c1CCCC2 | -2% | -3%[46.1 µM] | -7% | 4 | -1% |
| 3 | CCc1n[nH]c2c1/C(=N\O)CC(C)(C)C2 | 5% | 4% | 8% | 2 | 0% |
| 4 | Cc1c(NC(=O)c2cccs2)cccc1[N+](=O)[O-] | 6% | 3% | 2% | -10 | -13% |
| 5 | Clc1ccc2nc(NC3=NCN(CCN4CCOCC4)CN3)nc(-c3ccccc3)c2c1 | 3% | nt | 4% | 0 | 1% |
| 6 | CC1CC(C)CN(CCOCCSc2ccc(Cl)cc2)C1 (stereo not given) | -1% | -2% | 8% | 4 | -2% |
| 7 | O=C1COc2ccc(C(=O)COC(=O)c3ccc(S(=O)(=O)C(F)F)cc3)cc2N1 | nt | 13% | -4% | -13 | -3% |
| 8 | CCSc1ncc(/C=N/Nc2ccc(F)cc2)n1C | nt | -5% | 1% | 3 | 1% |
| 9 | COc1ccc(NC(C)=O)cc1CP(=O)(c1ccccc1)c1ccccc1 | 2% | -2% | -11% | -6 | 1% |
| 10 | CC(=O)c1cn(-c2ccc(Cl)cc2)c(=O)n(Cc2ccc(Br)cc2)c1=O | 9% | 0% | 5% | 0 | 2% |
| 11 | COC(=O)[C@H](CCSC)NC(=O)NC1CCN(Cc2ccccc2)CC1 | 3% | -4% | 11% | 15 | 2% |
| 12 | COc1nc(N(C)S(=O)(=O)c2ccc(C)cc2)nc(C)c1Cl | 10% | nt | 7% | -21 | -2% |
| 13 | COc1ccc(C)cc1C(=O)CCC(=O)NCCc1ccc(S(N)(=O)=O)cc1 | 0% | -12% | -4% | 2 | -7% |
| 14 | O=C(NC1CC1)C1=NOC(CNc2ncc(C(F)(F)F)cc2Cl)C1 (stereo not given) | 0% | 0% | nt | -3 | 1% |
| 15 | CCN(CC)c1ccc(NC(=O)COC(=O)CSc2ccc(Br)cc2C)cc1 | nt | 3% | -10% | 13 | 4% |

| no. | Coupling enz | hERG WT inh | Giardia killer | MLL CXXC-DNA inh | Chronic BCR inh |
| --- | --- | --- | --- | --- | --- |
| 1 | -2 | -3 | 1 | 0% | 0% |
| 2 | 4 | -10 | 17 | 7% | 5% |
| 3 | -1 | -8 | -1 | 3% | ? |
| 4 | 0 | -5 | 1 | 3% | -3% |
| 5 | -4 | nt | nt | -3% | ? |
| 6 | -4 | 18 | 4 | 1% | ? |
| 7 | nt | 3 | -9 | nt | 3% |
| 8 | 1 | -4 | -11 | 20% | 0% |
| 9 | 2 | -5 | -16 | -3% | 1% |
| 10 | 1 | 12 | 6 | 5% | 2% |
| 11 | 2 | 5 | -1 | 1% | 3% |
| 12 | 3 | -7 | -16 | -7% | 5% |
| 13 | 2 | -11 | -22 | 14% | -1% |
| 14 | 3 | 20 | -9 | -9% | -11% |
| 15 | -1 | -18 | 18 | 13% | 4% |

(continued)
| no. | mol | GALK inh | TCR act | A-T KAP1 phos | TSHR antagonist | Tb PFK block |
| --- | --- | --- | --- | --- | --- | --- |
| 16 | CCOc1nc(C)cc(C)c1S(=O)(=O)c1cccc(Cl)c1 | nt | -28% | 20% | 30 | 6% |
| 17 | Cc1nnc(NC(=O)/C=C/c2ccco2)s1 | -1% | -5%[46.1 µM] | 8% | 30 | -25% |
| 18 | Cc1ccc(/C=C/C(=O)O)cc1S(=O)(=O)N1CCCCC1 | 0% | 7% | 15% | -5 | 4% |
| 19 | CC1Cc2ccccc2N1C(=O)COC(=O)c1ccc(S(=O)(=O)N(C)C)cc1 (stereo not given) | -2% | 1% | -3% | -3 | 0% |
| 20 | C=CCN(CC=C)C(=S)NC(=O)Cc1cccc2ccccc12 | 0% | 0% | -2% | -1 | -19% |

| no. | Coupling enz | hERG WT inh | Giardia killer | MLL CXXC-DNA inh | Chronic BCR inh |
| --- | --- | --- | --- | --- | --- |
| 16 | -1 | -5 | 4 | -11% | 0% |
| 17 | -19 | -6 | 10 | 30% | ? |
| 18 | 17 | -7 | 13 | -2% | 0% |
| 19 | 2 | 4 | -7 | 1% | -2% |
| 20 | -5 | -11 | 30[activator] | 0% | ? |

5 entries from above, reformatted.
# | structure | GALK inh | TCR act | A-T KAP1 phos | TSHR antagonist | Tb PFK block | Coupling enz | hERG WT inh | Giardia killer | MLL CXXC-DNA inh | Chronic BCR inh
16 | CCOc1nc(C)cc(C)c1S(=O)(=O)c1cccc(Cl)c1 | nt | -28% | 20% | 30 | 6% | -1 | -5 | 4 | -11% | 0%
17 | Cc1nnc(NC(=O)/C=C/c2ccco2)s1 | -1% | -5%[46.1 µM] | 8% | 30 | -25% | -19 | -6 | 10 | 30% | ?
18 | Cc1ccc(/C=C/C(=O)O)cc1S(=O)(=O)N1CCCCC1 | 0% | 7% | 15% | -5 | 4% | 17 | -7 | 13 | -2% | 0%
19 | CC1Cc2ccccc2N1C(=O)COC(=O)c1ccc(S(=O)(=O)N(C)C)cc1 (stereo not given) | -2% | 1% | -3% | -3 | 0% | 2 | 4 | -7 | 1% | -2%
20 | C=CCN(CC=C)C(=S)NC(=O)Cc1cccc2ccccc12 | 0% | 0% | -2% | -1 | -19% | -5 | -11 | 30[activator] | 0% | ?
